Source: PubChem BioAssay (Sanford-Burnham Center for Chemical Genomics)
MKP-3 inhibition = inhibition of rat DUSP6 enzyme activity – biochemical, in vitro, primary screen (AID 425). recombinant MKP-3 phosphatase activity, fluorescence; higher % means a stronger effect. inhibition, % at 20 µM; hits with a dose series show IC50 in µM. actives 0.17% (n = 110,000); in the data active = inhibition above about 50%;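 note: plate controls were vehicle for no effect and reference inhibitor for full effect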
Hsp70 inhibitors = small molecules displacing fluorescent ligand from Hsp70 – biochemical, fluorescence polarization, primary screen (AID 583). Hsp70 fluorescence polarization probe displacement, mP; higher % means a stronger effect. displacement, % at 20 µM, or IC50 in µM where a hit was titrated. actives 0.06% (n = 140,000); in the data active = displacement above about 50%;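 note: plate controls were vehicle for no effect and reference ligand for full effect; a part of the inactive calls stands beside numbers as strong as those of hits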
Numbers without * were called inactive; & = joins results of further samples. These rows are one share of the data; the hit share may differ from the screen's.

For CCC1CCCCN1C(=O)N[C@@H](CCSC)C(=O)OC (some centres not stated) the results were MKP-3 inhibition -1.2% and Hsp70 inhibitors -2.5%.
Cc1cccc(N(CC(=O)NCc2ccccc2)C(=O)Cn2nnc(-c3ccc(C)o3)n2)c1 was read as MKP-3 inhibition -8.6% and Hsp70 inhibitors -0.2%.
COC(=O)c1cn(NC(=O)c2cc(OC)c(OC)c(OC)c2)c(=O)c2ccccc12 was read as Hsp70 inhibitors -3.2%.
Screening Cc1cccc(-c2nc(CS(=O)CC(=O)NCCCSC3CCCCC3)c(C)o2)c1 (configuration not stated) returned MKP-3 inhibition -4.9% and Hsp70 inhibitors -2.1%.
Screening COc1ccc(N2CCN(C(=O)CNC(=O)Cn3c(C)cc4ccccc4c3=O)CC2)cc1 returned MKP-3 inhibition 2.0% and Hsp70 inhibitors -7.2%.
Cc1ccc(-c2noc(CCCC(=O)Nc3cccnc3)n2)cc1 was read as MKP-3 inhibition 5.6% and Hsp70 inhibitors 1.9%.
Screening Cc1cc(N2CCN(C)CC2)nc2ccc(NC(=O)CCC(=O)NCc3ccco3)cc12 returned MKP-3 inhibition 6.4% and Hsp70 inhibitors 2.7%.
CC1(C)CC(=O)C=C(Nc2cc([N+](=O)[O-])ccc2N)C1 was read as MKP-3 inhibition 4.0% and Hsp70 inhibitors 1.8%.
For Nn1c(SCC(=O)NC2CCCc3ccccc32)nnc1-c1cccs1 (configuration not stated) the results were MKP-3 inhibition 9.2% and Hsp70 inhibitors -2.3%.
Screening CC1Cc2ccccc2N1C(=O)COC(=O)c1ccc(S(=O)(=O)N(C)C)cc1 (configuration not stated) returned MKP-3 inhibition -4.2% and Hsp70 inhibitors 3.0%.
`Clc1ccc(-c2n[nH]c3c2CCC3)c(Cl)c1` gave Hsp70 inhibitors -5.8%.
COc1cc(NC(=O)c2ccc3c(c2)C(=O)N(C2CCCCC2)C3=O)c(C(=O)O)cc1OC was read as MKP-3 inhibition 4.9% and Hsp70 inhibitors 9.0%.
CC(C)(C)C(=O)COc1cc2oc(=O)cc(-c3ccccc3)c2cc1Cl was read as MKP-3 inhibition 1.8% and Hsp70 inhibitors -2.3%.
Screening COC(=O)c1cn[nH]c1NC(=S)Nc1ccc(C)cc1Cl returned Hsp70 inhibitors -3.0%.
CCOc1ccccc1N1CCN(S(=O)(=O)c2cccs2)CC1 was read as MKP-3 inhibition 5.4% and Hsp70 inhibitors 0.5%.
`COc1ccccc1NC(=O)c1ccc(NC(=O)CSc2nnnn2C)cc1` gave MKP-3 inhibition -7.1% and Hsp70 inhibitors 0.2%.
Screening CCOC(=O)CN(C(=O)CN1CCOCC1)c1ccc(Br)cc1 returned MKP-3 inhibition -1.0% and Hsp70 inhibitors -5.5%.
For O=C(CCc1ccccc1)Nc1ccc(Nc2ccccc2)cc1 the results were MKP-3 inhibition 6.2% and Hsp70 inhibitors 1.3%.
`CC(=O)c1cccc(NC(=O)CN(c2cccc([N+](=O)[O-])c2)S(=O)(=O)c2ccccc2)c1` gave MKP-3 inhibition 0.3% and Hsp70 inhibitors 2.0%.
For CCOC(=O)c1c(C)oc(NC(=O)COc2ccc(Cl)cc2C)c1C#N the results were MKP-3 inhibition -1.2% and Hsp70 inhibitors 1.4%.
CCOc1ccc(N2C(=O)CC(N3CC(C)OC(C)C3)C2=O)cc1 (configuration not stated) was read as MKP-3 inhibition 4.0% and Hsp70 inhibitors -3.6%.
CCCCOc1ccc(C(=O)N2c3ccccc3CC2C)cc1 (configuration not stated) was read as MKP-3 inhibition -3.0% and Hsp70 inhibitors -3.1%.
For COCc1nc(-c2cc(OC)c(OC)c(OC)c2)no1 the results were MKP-3 inhibition -3.2% and Hsp70 inhibitors 3.5%.
CCCOc1ccc(Cn2cnc3ccccc32)cc1 was read as MKP-3 inhibition -15.9% and Hsp70 inhibitors 0.8%.
N#Cc1nc(-c2cccs2)oc1NCc1ccccc1 was read as MKP-3 inhibition 1.5% and Hsp70 inhibitors 4.0%.
For CCOCCOC(=O)c1ccc(NC(=O)COc2cc(C)ccc2C(C)C)cc1 the results were MKP-3 inhibition -2.1% and Hsp70 inhibitors -3.1%.
`COc1ccc(S(=O)(=O)N2CCSC2c2ccccc2Cl)cc1` (configuration not stated) gave MKP-3 inhibition -2.8% and Hsp70 inhibitors -1.7%.
O=C1C2C3C=CC(C3)C2C(=O)N1c1n[nH]c(-c2ccccc2)n1 (configuration not stated) was read as Hsp70 inhibitors -3.7%.
Screening Cc1ccc(C(O)(C(=O)NCc2ccccc2)c2ccc(C)cc2)cc1 returned MKP-3 inhibition 5.3% and Hsp70 inhibitors -5.4%.
COc1ccc(S(=O)(=O)n2nc(OC(=O)c3ccccc3Br)cc2N)cc1 was read as MKP-3 inhibition 6.4% and Hsp70 inhibitors 0.8%.
`Cc1cccc(N(CC(=O)NC2CCCCC2)C(=O)CCC(=O)Nc2cc(C)ccn2)c1` gave MKP-3 inhibition -4.2% and Hsp70 inhibitors 1.9%.
Screening CN(C(=O)c1ccncc1)c1nnc(-c2ccncc2)s1 returned MKP-3 inhibition -12.5% and Hsp70 inhibitors 1.4%.
Screening O=C1CC(N2CCOCC2)C(=O)N1c1cc(Cl)cc(Cl)c1 (configuration not stated) returned MKP-3 inhibition -2.2% and Hsp70 inhibitors 4.8%.
For COC(=O)CN1C(=O)Nc2ccc(Br)cc2C1c1ccccc1 (configuration not stated) the results were MKP-3 inhibition 1.9% and Hsp70 inhibitors -0.5%&-3.7%.
For COc1ccc(CNC(=O)c2cc(C3CC3)on2)cc1 the results were MKP-3 inhibition -4.1% and Hsp70 inhibitors 10.7%.
`CCC(C)(C)C1CCc2c(sc(NC(=O)OC)c2C(N)=O)C1` (configuration not stated) gave MKP-3 inhibition 0.3% and Hsp70 inhibitors 0.5%.
COc1ccccc1Nc1nnc(SCC(=O)c2cc(C)n(CC3CCCO3)c2C)s1 (configuration not stated) was read as Hsp70 inhibitors 2.3%.
`N#Cc1cn(-c2ccccc2)nc1-c1ccco1` gave Hsp70 inhibitors 1.5%.
O=C1NC(=O)N(c2ccccc2)C(=O)/C1=C\c1ccc(-c2ccccc2[N+](=O)[O-])o1 was read as MKP-3 inhibition 2.4% and Hsp70 inhibitors 2.6%.
CC1=NN(c2cccc(C(=O)O)c2)C(=O)/C1=C\c1ccc(N(C)C)c(Br)c1 was read as MKP-3 inhibition 4.8% and Hsp70 inhibitors 6.3%.
COc1ccc(OC)c(NC(=O)Nc2ccccc2C)c1 was read as MKP-3 inhibition -4.7% and Hsp70 inhibitors 4.7%.
For O=C(O)c1ccc(S(=O)(=O)c2ccccc2)cc1 the results were MKP-3 inhibition -7.6% and Hsp70 inhibitors 2.2%.
O=C(Cc1ccccc1)NCCCc1ccccc1 was read as Hsp70 inhibitors 2.3%.
`CC(C)CC(=O)NC1(C(F)(F)F)C(=O)N(Cc2ccccc2)C2=C1C(=O)CC(C)(C)C2` (configuration not stated) gave Hsp70 inhibitors 2.7%.
`COc1ccc(C(=O)NNC(=O)c2cccc(Cl)c2)c(OC)c1` gave MKP-3 inhibition 1.1% and Hsp70 inhibitors 3.2%.
Screening O=C(Nc1ccccc1Cl)NC1(C(=O)NCCCN2CCOCC2)CCCCC1 returned MKP-3 inhibition 3.9% and Hsp70 inhibitors 5.7%.
CCC(C)NC(=O)C1c2ccccc2C(=O)N1Cc1ccc(OC)cc1OC (configuration not stated) was read as Hsp70 inhibitors -5.8%.
For COc1nc(Nc2ccc(C(C)=O)cc2)nc(OC)n1 the results were MKP-3 inhibition -8.1%&0.2% and Hsp70 inhibitors -2.3%&7.8%.
CCC(=O)N1CCc2cc(S(=O)(=O)N3CCN(c4ccccn4)CC3)ccc21 was read as MKP-3 inhibition 11.2%.
For CCc1cccc(CC)c1NC(=O)CN1CC(C)SC1=NC1CCCCC1 (configuration not stated) the results were Hsp70 inhibitors -1.3%.
Screening COc1ccc(N2CCN(C(=O)CCN3C(=O)c4ccccc4S3(=O)=O)CC2)cc1 returned MKP-3 inhibition -7.1% and Hsp70 inhibitors 3.2%.
Screening Cc1[nH]n(-c2ccccc2)c(=O)c1C=Nc1ccc(Cl)cc1Cl returned MKP-3 inhibition 0.6% and Hsp70 inhibitors 1.2%.
`COc1ccc(/C=C2/C(=O)N(c3cccc(Br)c3)N=C2C)c(OC)c1` gave MKP-3 inhibition 2.9% and Hsp70 inhibitors 3.0%.
Screening CCCCc1c(O)nc2n(c1=O)CCS2 returned MKP-3 inhibition -5.7% and Hsp70 inhibitors -2.9%.
Screening COCCCNC(=O)c1cc2c(=O)n3cccc(C)c3nc2n(C(C)C)c1=N returned MKP-3 inhibition -12.6% and Hsp70 inhibitors 1.7%.
`Cc1cccc(C(C)C)c1NC(=O)c1cc2ccccc2oc1=O` gave MKP-3 inhibition -9.7% and Hsp70 inhibitors 0.4%.
CCOC(=O)C1CCCN(c2c(NCCN(C)Cc3ccccc3)c(=O)c2=O)C1 (configuration not stated) was read as MKP-3 inhibition 4.9% and Hsp70 inhibitors 9.7%.
For Cc1cccc2cc(CN(CC3CCCO3)C(=O)c3ccncc3)c(=O)[nH]c12 (configuration not stated) the results were MKP-3 inhibition -1.8% and Hsp70 inhibitors 3.7%.
COc1cc2c(c(O)c1OC)C(=O)C(OC)CCC2 (configuration not stated) was read as MKP-3 inhibition -14.3% and Hsp70 inhibitors -3.8%.
For Cc1c(C(=O)NCC2CCCO2)sc2nc(-c3ccccc3)cn12 (configuration not stated) the results were MKP-3 inhibition -10.7% and Hsp70 inhibitors 4.7%.
`CCCCCOC(=O)C1[C@H]2C(=O)N(CCCOC)C[C@]23C=C[C@H]1O3` (some centres not stated) gave MKP-3 inhibition -2.2% and Hsp70 inhibitors -0.3%.
CCOC(=O)N1CCc2c(sc3c2C(=O)NC(c2ccccc2)N3)C1 (configuration not stated) was read as MKP-3 inhibition -3.1% and Hsp70 inhibitors 2.5%.
CCN1CCCC1CNC(=O)c1nn(-c2ccc(C)cc2)c(=O)c2c1c1ccccc1n2C (configuration not stated) was read as MKP-3 inhibition -0.5% and Hsp70 inhibitors -0.6%.
`O=C(Nc1scc(-c2ccccc2)c1C(=O)O)c1ccccc1F` gave MKP-3 inhibition -4.9% and Hsp70 inhibitors 1.6%.
Cc1nccc2[nH]c(=O)c(C(=O)NC3CCN(Cc4ccccc4)CC3)cc12 was read as MKP-3 inhibition -4.7% and Hsp70 inhibitors 1.8%.
`Cc1cc(/C=N/n2cnnc2)c(C)n1-c1ccc2ncccc2c1` gave MKP-3 inhibition -1.1% and Hsp70 inhibitors 0.3%.
`Clc1ccc(C2=Nn3c(nnc3-c3cccs3)SC2)cc1` gave Hsp70 inhibitors 4.9%.
`Cc1cc(C)nc(Nc2ccc(N3CCCC3)cc2)n1` gave MKP-3 inhibition 0.7% and Hsp70 inhibitors -3.1%.
CCCC(=O)Nc1sc2c(c1C#N)CC(C)(C)NC2(C)C was read as Hsp70 inhibitors -4.4%.
For Cc1ccc(C(C)C)c(OCC(=O)NNC(=O)/C=C/c2ccc3c(c2)OCO3)c1 the results were MKP-3 inhibition -0.4% and Hsp70 inhibitors 6.0%.

Arranged by formula weight (rising): part of the list above
COc1cc2c(c(O)c1OC)C(=O)C(OC)CCC2 (configuration not stated) was read as MKP-3 inhibition -14.3% and Hsp70 inhibitors -3.8%.
`Cc1cc(C)nc(Nc2ccc(N3CCCC3)cc2)n1` gave MKP-3 inhibition 0.7% and Hsp70 inhibitors -3.1%.
CCCC(=O)Nc1sc2c(c1C#N)CC(C)(C)NC2(C)C was read as Hsp70 inhibitors -4.4%.
`Cc1cc(/C=N/n2cnnc2)c(C)n1-c1ccc2ncccc2c1` gave MKP-3 inhibition -1.1% and Hsp70 inhibitors 0.3%.
`Clc1ccc(C2=Nn3c(nnc3-c3cccs3)SC2)cc1` gave Hsp70 inhibitors 4.9%.
`CCCCCOC(=O)C1[C@H]2C(=O)N(CCCOC)C[C@]23C=C[C@H]1O3` (some centres not stated) gave MKP-3 inhibition -2.2% and Hsp70 inhibitors -0.3%.
`O=C(Nc1scc(-c2ccccc2)c1C(=O)O)c1ccccc1F` gave MKP-3 inhibition -4.9% and Hsp70 inhibitors 1.6%.
CCOC(=O)N1CCc2c(sc3c2C(=O)NC(c2ccccc2)N3)C1 (configuration not stated) was read as MKP-3 inhibition -3.1% and Hsp70 inhibitors 2.5%.
For Cc1cccc2cc(CN(CC3CCCO3)C(=O)c3ccncc3)c(=O)[nH]c12 (configuration not stated) the results were MKP-3 inhibition -1.8% and Hsp70 inhibitors 3.7%.
For Cc1ccc(C(C)C)c(OCC(=O)NNC(=O)/C=C/c2ccc3c(c2)OCO3)c1 the results were MKP-3 inhibition -0.4% and Hsp70 inhibitors 6.0%.

Later entries:
For Cc1ccc(CN2CCN(N=Cc3ccc(Br)s3)CC2)c(C)c1 the results were MKP-3 inhibition 2.8% and Hsp70 inhibitors -5.5%.
Screening CC1S/C(=N/N=C/c2cccs2)NC1=O (configuration not stated) returned MKP-3 inhibition -0.3% and Hsp70 inhibitors 5.0%.
For COc1cc(NC(=O)CCCC(=O)OCC(F)(F)C(F)F)nc(OC)n1 the results were MKP-3 inhibition -8.8% and Hsp70 inhibitors -2.1%.
`Cc1ccc(C(=O)O)cc1NC(=O)C1C2CCC(C2)C1C(=O)O` (configuration not stated) gave MKP-3 inhibition 4.3% and Hsp70 inhibitors -3.1%.
`Cc1noc(/C=C/N(C)C)c1S(=O)(=O)N1CCCC(C(=O)NCc2ccco2)C1` (configuration not stated) gave MKP-3 inhibition -4.2% and Hsp70 inhibitors 2.6%.
`C=CCn1c(-c2ccncc2)n[nH]c1=S` gave MKP-3 inhibition 4.8% and Hsp70 inhibitors 0.2%.
Screening CN(C)C(=O)N1CCN(C(=O)N(C)C)CC1 returned MKP-3 inhibition -2.6% and Hsp70 inhibitors -0.5%.
`O=C(CN1CCOCC1)NCCNC(=O)CN1CCOCC1` gave MKP-3 inhibition -1.5% and Hsp70 inhibitors 2.4%.
